Compound activity from PubChem BioAssay.
Peg3 promoter = inhibitors of Peg3 promoter | HeLa PEG-Prom luciferase reporter, luminescence, overnight | inhibition, % at 20 µM | hit rate 1.7% among 360,000 | AID 588405;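 active = inhibition of at least 50% at 20 µM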
TWEAK-Fn14 inh = inhibitors of TWEAK-Fn14 interaction signaling; hit rate 2% among 360,000; TWEAK-stimulated Fn14 reporter cells, luciferase luminescence, 8 h; inhibition, % at 10 µM; in the data active = inhibition above about 50%
TRPM1 prom inh = reduces MITF-dependent TRPM1 promoter luciferase signal; SK-MEL-5 TRPM1 promoter luciferase, 24 h; inhibition, % at 12.5 µM; hit rate 0.83% among 330,000; AID 488899;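 active = mean inhibition across replicates of 60% or more, whatever share of single replicates reaches that level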; also: values of inactives mirror those of a sister screen read the other way
NR2E3 ag-1 = NR2E3 (human) agonism | AID 2300 | hit rate 0.12% among 320,000 | inhibition of corepressor binding, % at 4.78 µM | GST-NR2E3/biotin-RetCOR TR-FRET, 1536-well;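 active = percent inhibition above the cutoff of mean plus 3 SD of all tested compounds, set per screening campaign, cut at about 20% in these data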;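 also: 0% = DMSO wells and 100% = biotin wells as full block of FRET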
Target sequence (Q9Y5X4 whole entry, looked up): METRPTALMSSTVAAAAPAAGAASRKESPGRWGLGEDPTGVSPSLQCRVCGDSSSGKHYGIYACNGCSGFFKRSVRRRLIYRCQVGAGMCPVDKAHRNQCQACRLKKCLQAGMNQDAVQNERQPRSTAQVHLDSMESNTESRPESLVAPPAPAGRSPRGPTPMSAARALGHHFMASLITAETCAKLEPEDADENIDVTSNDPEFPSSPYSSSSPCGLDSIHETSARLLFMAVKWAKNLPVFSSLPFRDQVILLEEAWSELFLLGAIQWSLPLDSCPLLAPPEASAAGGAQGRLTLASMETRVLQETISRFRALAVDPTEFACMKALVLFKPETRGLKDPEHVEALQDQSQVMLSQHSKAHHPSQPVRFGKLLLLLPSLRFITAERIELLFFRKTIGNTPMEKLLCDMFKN
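Test system: GST-NR2E3 and biotin-RetCOR proteins | Quantity: 1.35 nM GST-tagged NR2E3 final | Medium: Tris pH 7.5 | Also added: 7 nM biotin-RetCOR | Dosing: Compound at 4.8 µM, single dose | Timing: 5 h at 4 °C | Detection: Time-resolved FRET | Read-out basis: Percent inhibition | Benchmarks: Biotin wells as high control, 0.6% DMSO wells as low control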
HIF-2a block = inhibitors of HIF-2a. hit rate 0.72% among 360,000. AID 624352. 786-0 RCC cells HIF-2a reporter, luciferase luminescence, overnight. inhibition, % at 18.8 µM;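 active = inhibition of the luminescence signal of 40% or more relative to plate controls, in a single-dose primary screen at 18.75 µM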
hiPSC survival = enhancers of human iPSC single-cell survival. hiPSC single-cell survival, ATPlite luminescence; 100% = ROCK inhibitor wells, 0% = DMSO. survival enhancement, % at 20 µM. hit rate 0.044% among 360,000. AID 602274; in the data active = survival enhancement above about 18%;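 also: cells exposed to compounds for 16 hours before the ATP read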
KKLEB cytotox = reduces viability of KKLEB cystic fibrosis airway cells; KKLEB CF airway cells viability, ATPlite luminescence, overnight; active compounds read low; cells stimulated with P. aeruginosa culture filtrate; activity change (cytotoxicity), % at 5 µM; hit rate 0.36% among 360,000;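 active = corrected activity change at or below -50% at 5 µM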
Shn3 inh set2 = inhibitors of Schnurri-3 3'UTR reporter in osteoblasts; hit rate 0.52% among 360,000; Clone20 osteoblast Shn3 3'UTR firefly luciferase, 24 h; inhibition, % at 12.5 µM;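 active = mean inhibition of at least 75% with every replicate also reaching 75%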;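 also: 0% = median of neutral control wells and 100% = pilot-screen positive control compound; some compounds past the cut are filed as inactive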
CF NFkB inh = blocks PAF-induced NF-kB reporter in cystic fibrosis cells; inhibition, % at 5 µM; hit rate 0.86% among 360,000; KKLEB NF-kB-GFP reporter, GFP fluorescence overnight; AID 588850;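 active = at least 50% inhibition at 5 µM, scaled per plate between neutral and stimulator controls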;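 also: PAF is a Pseudomonas aeruginosa culture filtrate used as stimulus; plate controls were PAF-stimulated DMSO wells for no effect and unstimulated DMSO wells for full effect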
aDG glyco up = alpha-DG glycosylation activation. hit rate 0.22% among 360,000. activation, % at 10 µM. Pro5-aDG cells, alpha-DG glycosylation AlphaScreen (IIH6); 0% Pro5, 100% B10-LARGE cell signal. AID 624168;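 active = activation of at least 8% versus controls, or a plate z-score of at least 8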;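 also: Pro5 are CHO cells carrying HIG-tagged alpha-DG that lacks glycosylation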
NR2E3 ag-2 = agonists of human NR2E3 nuclear receptor; inhibition of corepressor binding, % at 3.98 µM; CHO-S Gal4-NCOR/VP16-NR2E3 two-hybrid, luciferase; Q9Y5X4; hit rate 0.35% among 360,000; AID 602229;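 active = inhibition above the mean of all tested compounds plus 3 SD, cut at about 70% in these data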;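 also: 0% = DMSO with NR2E3 transfected cells and 100% = cells lacking NR2E3 construct; higher means lower luciferase signal from less NR2E3 corepressor binding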
* hit, by the source's call; / = no result given. The order is random; about 4.4% have a hit in one of these screens.

mol | Peg3 promoter | TWEAK-Fn14 inh | TRPM1 prom inh | NR2E3 ag-1 | HIF-2a block | hiPSC survival | KKLEB cytotox | Shn3 inh set2 | CF NFkB inh | aDG glyco up | NR2E3 ag-2
Cc1ccc(S(=O)(=O)N2C[C@H]3[C@H]4C(=O)N(C5CCCCC5)C(=O)[C@H]4CC(=O)[C@H]3[C@@H]2c2ccccc2Cl)cc1 | 5 | 4 | / | / | 3 | 0.9 | 7 | 2 | 45 | -0.1 | -20
Cc1sc2nc(CN3CCOCC3)nc(NS(=O)(=O)c3ccccc3)c2c1C | -4 | 1 | 4 | 1 | 5 | 4.3 | 8 | 3 | -8 | 0.3 | 7
Cc1nn(C)cc1-c1n[nH]c(=S)n1-c1ccc(F)cc1 | 5 | -11 | 2 | -1 | 9 | 1.2 | 7 | -15 | 4 | -0.2 | -13
Cc1ccc(S(=O)(=O)C2(C(=O)O)CCCC2)cc1C | -19 | -1 | -5 | 0 | 6 | -0.4 | -19 | 6 | 16 | -0.3 | -10
C[C@@H]1CCCCO[C@H](CN(C)C(=O)NC2CCCCC2)[C@@H](C)CN([C@H](C)CO)C(=O)c2cc(NC(=O)c3ccccc3)ccc2O1 | -5 | 3 | / | / | 12 | -2.7 | 4 | 3 | 0 | 0.1 | -14
Cc1oc(C(C)(C)C)cc1C(=O)Nc1ccc2c(c1)OCCO2 | -221 | -16 | -40 | 4 | -218 | 4.4 | -22 | -25 | -4 | 1.1 | -106
O=c1c2ccccc2c2ccccc2c(=O)n1Cc1ccc2c(c1)OCO2 | 22 | -2 | / | / | 5 | 1.3 | -18 | -10 | -13 | 0.0 | -34
O=C(CSc1cc(Cl)ccc1Cl)NC1CCCC1 | 9 | 7 | -8 | 2 | 1 | -0.4 | -11 | 23 | 15 | 0.0 | -12
Cc1ccc(CCCOC(=O)C[N+]2(C)CCCC2)cc1 | 6 | -15 | 2 | 3 | 8 | 0.2 | 5 | -9 | -5 | 0.0 | -10
CSc1nc2sc3c(c2c(=O)n1C1CCCCC1)CCN(C)C3 | -6 | -4 | -9 | 4 | 11 | -1.3 | 4 | 6 | 2 | -0.3 | -16
COc1cccc(CN(CC(=O)NCC2CCCO2)C(=O)CCC(=O)Nc2cc(C)on2)c1 (stereo not drawn) | 6 | 9 | -4 | 3 | 12 | -0.6 | -1 | 0 | -5 | 0.2 | -18
CCOc1ccc(C(=O)CSc2nnc(N)s2)cc1 | -170 | -10 | -60 | 3 | -191 | -0.6 | 6 | -6 | 0 | 0.2 | -57
COc1cc2c(cc1OC)CN(CC(=O)Nc1ccc(C)cc1)CC2 | -9 | -8 | 9 | -1 | -2 | 4.5 | 5 | 6 | 3 | 0.0 | -10
CC(C)CNS(=O)(=O)c1cc(C(=O)N2CC(C)OC(C)C2)c(Cl)cc1Cl (stereo not drawn) | 4 | -8 | 2 | 4 | 7 | 2.9 | -5 | -6 | 11 | -0.1 | -14
O=C(NC(=S)Nn1cnnc1)c1cccc(Br)c1 | 15 | 14 | 4 | 4 | -3 | 1.9 | -4 | 6 | -12 | 0.0 | -16
CC(C)c1nc(CNC(=O)c2ccc(OC3CCN(Cc4ccccn4)CC3)cc2)cs1 | 1 | -17 | 12 | -1 | 2 | -0.1 | 0 | 1 | 18 | 0.2 | 8
COC(=O)c1ccc(COC(=O)c2ccc(S(=O)(=O)N3CCC(C)CC3)cc2)o1 | -11 | -13 | -16 | 2 | 15 | -4.0 | 3 | -1 | -6 | 0.2 | -17
O=C(CN1CCN(C(=O)c2ccccc2)CC1)Nc1ccccc1 | 9 | 41 | 4 | -1 | 10 | -0.5 | 14 | 9 | -5 | -0.1 | -5
CC(C)C(=O)Nc1nc(-c2ccc(S(=O)(=O)N3CCOCC3)cc2)cs1 | 1 | -1 | 0 | 2 | 11 | 1.7 | -2 | 6 | 1 | 0.2 | 10
CCC1=C(OC(=O)N(CC)CC)N2C(=O)OC(=NCCOC)[C@]2(Cc2ccccc2)[C@H]2C1=CC[C@H]1C(=O)N(CC(=O)OC)C(=O)[C@H]12 | -8 | -15 | 1 | 4 | 8 | 0.9 | -9 | -8 | 17 | 0.4 | -6
CN(Cc1ccccc1)S(=O)(=O)c1ccc(Cl)c(C(=O)OCC(=O)NC2CCS(=O)(=O)C2)c1 (stereo not drawn) | 5 | 3 | 3 | / | -8 | -0.3 | 13 | -10 | -9 | 0.1 | -4
CCOC(=O)C1=CC[C@@H](c2ccco2)N(S(=O)(=O)c2ccc(C)cc2)[C@H]1C(=O)OCC | 2 | 3 | 0 | 0 | 6 | 3.5 | 7 | 18 | -1 | -0.3 | 1
CC(C)(C)OC(=O)N1CCC(C(=O)Nc2cccc(C(=O)NCc3ccccc3)c2)CC1 | 5 | 4 | -4 | / | 0 | 4.0 | -4 | 12 | 12 | 0.1 | 23
COc1ccccc1Nc1nc(N)nc(CSc2nnc(C)s2)n1 | 4 | -1 | 7 | 1 | -14 | 0.3 | 4 | 0 | 6 | 0.1 | -22
Cc1ccc(C(O)c2ncc(-c3ccccc3Cl)[nH]2)cc1 (stereo not drawn) | -116 | -28 | / | / | -161 | 0.7 | 4 | -20 | -8 | 0.2 | -47
CCN(Cc1ccccc1)S(=O)(=O)c1csc(C(N)=O)c1 | 14 | -1 | -8 | 2 | -4 | -0.1 | 0 | -19 | 14 | -0.1 | -4
CN1CCCN(C(=O)/C=C/c2ccc(Cl)cc2Cl)CC1 | -14 | -21 | -19 | -1 | -21 | 1.0 | -3 | -12 | 4 | -0.2 | -29
O=C(O)c1cc(-c2cc3ccccc3o2)nn1-c1ccccc1 | 14 | 8 | 21 | 2 | 0 | 1.3 | 7 | -3 | -8 | 1.0 | -3
COc1cc2ccccc2cc1-c1nnc(COc2ccccc2)o1 | -17 | -22 | -16 | 1 | -5 | 1.0 | 8 | -17 | 0 | 0.1 | 10
CCCCN1CCC(=O)NC1=O | -3 | 1 | 12 | / | 9 | 3.1 | 0 | -12 | -7 | 0.0 | 6
O=C(Nc1ccn(Cc2ccccc2)n1)c1cccc(F)c1 | -189 | 15 | -22 | / | -170 | 1.0 | 3 | -47 | 8 | 0.5 | -131
O=C(NCc1nc2ccccc2[nH]1)C1=C[C@@H](c2ccc(Br)cc2)C[C@@H](OCc2ccc(CO)cc2)O1 | 23 | 22 | 7 | 4 | 19 | 1.0 | 5 | 3 | -10 | 0.5 | 16
O=C1CCC(C(=O)OCC(=O)Nc2ccc(SC(F)F)cc2)=NN1 | 0 | -9 | / | / | -10 | 1.4 | 8 | -15 | -15 | -0.1 | -18
Cc1sc(C(C2C(=O)CC(C)(C)CC2=O)C2C(=O)CC(C)(C)CC2=O)cc1[N+](=O)[O-] | 2 | 17 | -4 | 2 | 11 | -0.2 | 14 | -22 | 10 | 0.0 | 3
Cc1cc(C(=O)Nc2cc(C(C)(C)C)on2)c(C)o1 | -249 | -21 | -88 | -1 | -272 | -0.7 | -14 | -87 | 2 | 0.0 | -133
Cc1cccc(C(=O)Nc2cc(=O)n(C)c(=O)n2C)c1 | -7 | 4 | 0 | 2 | 0 | 0.3 | -1 | 3 | -14 | 0.0 | -7
O=C(C1CCC(=O)N(C2CCCC2)C1)N1CCN(c2ccccc2Cl)CC1 (stereo not drawn) | -9 | 13 | -1 | 3 | -35 | -0.3 | -1 | 7 | 12 | -0.1 | -8
CCOC(=O)C1CCCN(Cc2cc(=O)oc3cc(C)ccc23)C1 (stereo not drawn) | -67 | -12 | -25 | 1 | -135 | -0.2 | 8 | -22 | -12 | 0.1 | -49
CCN(C(=O)COC(=O)c1nc(Cl)ccc1Cl)c1c(N)n(Cc2ccccc2)c(=O)[nH]c1=O | 10 | 13 | 3 | / | 13 | -0.4 | 0 | -3 | 9 | -0.1 | 21
C[C@@H]1NC(=O)/C(=C\c2ccccc2Cl)NC1=O | 7 | -12 | / | 0 | 8 | -0.5 | 6 | 0 | 10 | 0.0 | 18
O=C(OCC(=O)N1CCN(C(=O)c2ccco2)CC1)c1ccc(Cl)nc1 | -5 | 10 | -1 | / | 19 | -0.3 | 14 | -3 | -9 | -0.3 | -24
CC(=O)NCCN1C(=O)C2C3c4ccccc4C(c4ccccc43)C2C1=O (stereo not drawn) | -8 | 1 | 5 | -7 | 3 | -1.6 | 15 | 0 | 7 | 0.1 | -13
COc1cc(NC(=O)c2ccccc2-c2ccccc2)cc(OC)c1 | -5 | 5 | -2 | 0 | 9 | -2.0 | 11 | -2 | 5 | 0.1 | -2
Cc1ccccc1NC(=O)c1ccc(C)c(S(=O)(=O)NCc2cccnc2)c1 | 4 | -11 | 11 | 4 | 6 | -0.5 | -10 | 2 | 16 | -0.3 | 14
Cc1cc(C)c2nc(SCC(=O)Nc3ccc(S(=O)(=O)N4CCCC4)cc3)c(C)cc2c1 | -25 | -38 | -5 | -3 | -27 | -1.3 | -6 | -9 | 12 | 0.4 | -36
O=C(Nc1nnc(-c2ccccc2F)s1)Nc1ccccc1F | -120 | -24 | -37 | 3 | -177 | -1.9 | 4 | -73 | -9 | -0.4 | -1
O=C(NCCNC(=O)c1ccccc1Br)c1cccnc1 | 15 | -2 | 1 | 0 | 15 | -0.4 | -8 | -11 | 8 | -0.2 | -13
O=C(/C=C/c1ccco1)Nc1sc2c(c1C(=O)O)CCC2 | -112 | -9 | -13 | 4 | -196 | 5.5 | 0 | -31 | 12 | 0.0 | -82
CCOC(=O)c1[nH]c2cc(OC)c(OC)cc2c1NC(=O)c1ccc2c(c1)OCO2 | 18 | -44 | -1 | 0 | -9 | -2.6 | -26 | 1 | 32 | -0.3 | 3
CCOC(=O)c1ccc(-c2c(C(=O)OCC)oc3cc(O)c(CC)cc3c2=O)o1 | -1 | -6 | -8 | 3 | -9 | 2.0 | 4 | 4 | 0 | 0.2 | 3

Continuation:
mol | Peg3 promoter | TWEAK-Fn14 inh | TRPM1 prom inh | NR2E3 ag-1 | HIF-2a block | hiPSC survival | KKLEB cytotox | Shn3 inh set2 | CF NFkB inh | aDG glyco up | NR2E3 ag-2
COc1ccc(OCC(=O)Nc2ccc3c(c2)n(C)c(=O)n3C)cc1 | 4 | 0 | 9 | 0 | 13 | 1.9 | 1 | -5 | -24 | 0.0 | -3
CC(C)OCCCNc1nc2c(cnn2C)c(=O)[nH]1 | 8 | 6 | -7 | / | 14 | 0.8 | 3 | -11 | -8 | 0.5 | -19
Nc1ccccc1C#CC(=O)c1ccccc1 | 104* | 95* | 93* | 2 | 89* | -0.1 | -85* | 99* | 89* | -0.5 | -27
NC(=O)c1nsc(C(=O)N(Cc2ccccc2F)C(C(=O)NCC2CCCO2)c2ccc(F)cc2)c1N (stereo not drawn) | 1 | 17 | 6 | 1 | -9 | -0.2 | -3 | -1 | 11 | -0.1 | -12
